Pin1 inh – qHTS Assay to Find Inhibitors of Pin1. Peptidyl-prolyl cis-trans isomerase NIMA-interacting 1 (Homo sapiens), Q13526. Potency, µM (top dose mostly 115 µM), for the others: at the highest dose activity, negative = inhibition, actives largely listed as inhibitors. AID 504891, 2011. hit rate 0.009% among 390,000. Pin1 FP peptide displacement, HiFluor488, 10 min; active means well fitted inhibition curve with a large enough effect in the polarisation, with a control signal flat, not every such curve was filed as active; inconclusive means small, poorly fitted or top-dose-only effect, or effect the other way, or a change in a side signal; inactive means no such curve, though single readings can be large or run the other way; the % refers to the polarisation; further: on the % scale 0 is the no-effect control and ±100 the full control effect
JMJD2A Tudor – qHTS Assay for Inhibitors of JMJD2A-Tudor Domain; Lysine-specific demethylase 4A (Homo sapiens), O75164; AlphaScreen JMJD2A-Tudor / H3K4me3 peptide binding; Potency, µM (doses to about 114 µM), for the others: at the top dose activity change, negative = inhibition, usual class: inhibitors; hit rate 4.4% among 390,000; AID 504339, 2011; further: on the % scale 0 is the no-effect control and ±100 the full control effect; nearly all actives have a fitted effect of over 50% in size
PGK inhibitor – qHTS Assay to Find Inhibitors of Phosphoglycerate Kinase. Phosphoglycerate kinase, glycosomal (Trypanosoma brucei brucei), P07378. PGK/GAPDH coupled, Kinase-Glo luminescence, 60 min. Potency, µM (doses to about 57.5 µM), inactives show top-dose activity change, negative = inhibition, hits mostly inhibitors. hit rate 0.043% among 380,000; further: on the % scale 0 is the no-effect control and ±100 the full control effect; nearly all actives have a fitted effect of over 60% in size
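Luminescent ATP detection (Kinase-Glo Plus) follows a 60-minute room-temperature incubation, with wells lacking PGK as controls. Buffer: 100 mM TEA (pH 7.6), 5 mM MgCl2, 0.01% Tween-20. Coupling enzyme GAPDH (100 nM final) supplies unstable 1,3-BPG in-well.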
G9a inh – qHTS Assay for Inhibitors of Histone Lysine Methyltransferase G9a; Histone-lysine N-methyltransferase EHMT2 (Homo sapiens), Q96KQ7; hit rate 8.8% among 350,000; G9a H3K9 monomethylation, AlphaScreen, 2 h; Potency, µM (doses to about 102 µM), inactives show at the highest dose activity, negative = inhibition, most hits filed as inhibitors; further: on the % scale 0 is the no-effect control and ±100 the full control effect; nearly all actives have a fitted effect of over 75% in size
Target sequence (Q96KQ7 913-1193 limits assumed): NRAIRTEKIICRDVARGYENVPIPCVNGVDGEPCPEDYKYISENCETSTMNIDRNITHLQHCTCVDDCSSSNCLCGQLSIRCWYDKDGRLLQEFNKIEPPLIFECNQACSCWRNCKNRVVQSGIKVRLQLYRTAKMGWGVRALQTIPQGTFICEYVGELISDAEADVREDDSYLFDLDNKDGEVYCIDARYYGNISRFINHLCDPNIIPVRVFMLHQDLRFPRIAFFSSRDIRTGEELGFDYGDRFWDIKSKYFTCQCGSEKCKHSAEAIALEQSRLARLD
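Chemiluminescent proximity detection of H3K9 monomethylation, read after 10 min bead incubation in the dark. Reaction: 20 nM G9a, 500 nM biotin-H3K9 peptide, 20 uM SAM cofactor, 2 h, room temperature, following 15 min enzyme-compound preincubation.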
BLM inh – qHTS Assay for Inhibitors of Bloom's syndrome helicase (BLM) | RecQ-like DNA helicase BLM (Homo sapiens), P54132 | Potency, µM (titrated, usually from 56.1 µM), for the others: at the top dose activity change, negative = inhibition, hits mostly inhibitors | recombinant BLM DNA unwinding, fluorescence dequenching | AID 2528, 2010 | hit rate 0.2% among 350,000;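 further: plate controls were vehicle for no effect and no enzyme for full effect; nearly all actives have a fitted effect of over 35% in size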
GLS inh – qHTS for Inhibitors of Glutaminase (GLS); Glutaminase kidney isoform, mitochondrial (Homo sapiens), O94925; GLS enzymatic activity, qHTS titration; Potency, µM (doses to about 45.5 µM), for inactives: at the highest dose activity change, negative = inhibition, hits mostly inhibitors; hit rate 0.21% among 410,000; further: on the % scale 0 is the no-effect control and ±100 the full control effect
Target sequence (O94925 whole entry, looked up, canonical isoform): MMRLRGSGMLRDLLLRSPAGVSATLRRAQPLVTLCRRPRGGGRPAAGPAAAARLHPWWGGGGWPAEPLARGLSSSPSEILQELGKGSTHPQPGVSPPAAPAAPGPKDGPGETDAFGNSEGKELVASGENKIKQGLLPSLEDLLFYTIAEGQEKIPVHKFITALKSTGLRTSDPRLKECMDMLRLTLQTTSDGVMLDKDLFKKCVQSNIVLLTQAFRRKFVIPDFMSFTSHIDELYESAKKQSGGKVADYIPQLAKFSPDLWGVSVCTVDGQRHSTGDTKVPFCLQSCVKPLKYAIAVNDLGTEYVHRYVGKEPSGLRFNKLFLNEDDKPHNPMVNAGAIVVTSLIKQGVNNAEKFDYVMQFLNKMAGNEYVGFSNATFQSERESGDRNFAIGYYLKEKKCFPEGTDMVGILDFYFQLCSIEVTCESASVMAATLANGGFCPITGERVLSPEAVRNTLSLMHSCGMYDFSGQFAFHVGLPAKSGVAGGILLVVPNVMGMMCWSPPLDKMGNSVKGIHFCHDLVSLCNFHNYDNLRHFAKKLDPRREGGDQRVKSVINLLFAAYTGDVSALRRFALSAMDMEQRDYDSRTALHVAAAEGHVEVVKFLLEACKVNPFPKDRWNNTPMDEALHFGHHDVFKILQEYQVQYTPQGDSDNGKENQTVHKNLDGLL
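hKGA; 45 mM KH2PO4 pH 8.2 + 0.02% Tween-20; cpd via pin tool; 1 mM Gln soln; GluOx/HRP/Amplex Red; RT 30 min; fluor. t0 & final.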
Pol iota inh – qHTS for Inhibitors of Polymerase Iota; Pol iota fluorescent replication assay, 10 min; DNA polymerase iota (Homo sapiens), Q9UNA4; AID 588590, 2011; hit rate 1% among 390,000; Potency, µM (series often up to 115 µM), for the others: at the highest dose activity, negative = inhibition, hits mostly inhibitors
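Pol iota at 10 nM preincubated 15 min with compounds at room temperature; reaction started with fluorescent substrate, 50 nM final. Fluorescence read kinetically at 0 and 10 min; buffer-only wells as negative control.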
BAZ2B block – qHTS Assay for Inhibitors of BAZ2B. Bromodomain adjacent to zinc finger domain protein 2B (Homo sapiens), Q9UIF8. AlphaScreen BAZ2B-H3K14Ac peptide displacement. Potency, µM (series often up to 114 µM), for the others: at the top dose activity change, negative = inhibition, actives largely listed as inhibitors. hit rate 4.4% among 360,000. AID 504333, 2011; further: on the % scale 0 is the no-effect control and ±100 the full control effect; nearly all actives have a fitted effect of over 60% in size
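AlphaScreen displacement of biotin-H3(5-23)K14Ac peptide (50 nM final) from BAZ2B (50 nM final) in PBS pH 7.4, 0.01% Tween-20; complex preformed 30 min RT, then compounds (top 110 uM) 30 min RT, beads 20 min dark.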
HP1b binding inh – HTS for Inhibitors of HP1-beta Chromodomain Interactions with Methylated Histone Tails. AlphaScreen HP1-beta / biotin-H3K9me3 peptide binding. Potency, µM (highest dose often 114 µM), for inactives: at the top dose activity change, negative = inhibition, usual class: inhibitors. hit rate 0.56% among 390,000; further: nearly all actives have a fitted effect of over 70% in size; inactives centre near 23
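Compound inhibition of the preformed complex between 50 nM HP1-beta and 50 nM biotinylated H3K9me3 peptide was read by AlphaScreen. Buffer was PBS pH 7.4 with 0.01% Tween-20. Incubations ran 30 min at room temperature, with 10 ug/mL donor/acceptor beads.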
* marks the source's active call; other numbers are inactive results; i = inactive; ? = inconclusive; / = no result given; [ ] = remark or other dose. Unless noted, the call rests on the fitted dose curve; in most records, active means well fitted curve in the direction sought with a large enough effect; inconclusive means small, poorly fitted or top-dose-only effect, or another doubt; inactive means no such curve, though single readings can be large; an effect the other way counts as inactive or inconclusive. Potency means the concentration at half of the fitted maximal effect.

SMILES | Pin1 inh | JMJD2A Tudor | PGK inhibitor | G9a inh | BLM inh | GLS inh | Pol iota inh | BAZ2B block | HP1b binding inh
N#C/C(=C(/O)COc1ccc(Br)cc1)c1nnc2n1CCCCC2 | -0.2% | -26.1% | -7.5% | -43.4% | -5.3% | 2.0% | -9.0% | 2.7% | 34.9%
Cc1cc(C)nc(NS(=O)(=O)c2ccc(NC(=O)Cc3ccc(F)cc3)cc2)n1 | -0.8% | -5.5% | -1.1% | 9.7% | -2.7% | 1.9% | -17.5% | 7.1% | 55.7%[activator]
CN1C(=O)N(CC(=O)Nc2ccc(C(F)(F)F)cc2)C(=O)C12CCCCC2 | -9.1% | -4.8% | 5.1% | ? | / | -0.8% | 17.4% | -0.1% | 43.5%[activator]
CC(C)(C)OC(=O)N1CCC(c2c(C(=O)NCCc3ccccc3)cnn2-c2ccc(F)cc2F)CC1 | -2.9% | -15.9% | -0.4% | -6.3%[59 µM] | -4.7% | 4.2% | 6.3% | -0.5%[57.1 µM] | 24.3%
CCOc1ccc(N2C(=O)CC(/C=C3/N(C)c4ccccc4C3(C)C)C2=O)cc1 (centres undefined) | 24.0% | ? | -5.3% | 14.1µM* | -4.8% | ? | 81.8%[activator] | ? | 7.7%
COc1ccc(-c2cc(C(F)(F)F)n3nc(C(=O)NCCN4CCOCC4)cc3n2)cc1 | -5.2% | 2.8% | 3.2% | 7.9% | 2.8% | -2.4% | 151.8%[activator] | -11.7% | 48.4%[activator]
CC(=NO)C1CCC2C3CCC4=CC(=NO)CCC4(C)C3C(O)CC12C (centres undefined) | -2.5% | -9.0% | 1.8% | / | / | 12.6% | 20.3% | / | 5.8%
COC(=O)C1CCN(C(=O)COC(=O)Cn2cnnn2)CC1 | 0.9% | -4.6%[11.4 µM] | -1.9% | 29.4%[59 µM] | -1.2% | -6.6% | -1.6% | -2.4% | 5.4%
CC(C)N(Cc1nc(-c2ccccc2)no1)C(=O)c1ccc(Br)o1 | 4.3% | -17.7% | -0.8% | -33.4%[12.7 µM] | -3.3% | 1.6% | 0.1% | ? | 52.0%[activator]
CCC(=O)N(c1nnc(SCC(=O)Nc2ccccc2Cl)s1)C1CC1 | 2.8% | 2.3% | 4.5% | -2.5%[12.7 µM] | / | -3.7% | 44.4%[activator] | -2.9% | 39.6%[activator]

Single records, as listed above.
`Cc1cc(C)nc(NS(=O)(=O)c2ccc(NC(=O)Cc3ccc(F)cc3)cc2)n1` in the list: Pin1 inh: -0.8%; JMJD2A Tudor: -5.5%; PGK inhibitor: -1.1%; G9a inh: 9.7%; BLM inh: -2.7%; GLS inh: 1.9%; Pol iota inh: -17.5%; BAZ2B block: 7.1%; HP1b binding inh: 55.7%[activator]
`CC(=NO)C1CCC2C3CCC4=CC(=NO)CCC4(C)C3C(O)CC12C` (centres undefined) in the list: Pin1 inh: -2.5%; JMJD2A Tudor: -9.0%; PGK inhibitor: 1.8%; G9a inh: /; BLM inh: /; GLS inh: 12.6%; Pol iota inh: 20.3%; BAZ2B block: /; HP1b binding inh: 5.8%

Further structures.
SMILES | Pin1 inh | JMJD2A Tudor | PGK inhibitor | G9a inh | BLM inh | GLS inh | Pol iota inh | BAZ2B block | HP1b binding inh
Brc1ccccc1OCCCN1CCCC1 | -1.0% | 10µM* | -4.6% | / | -1.7% | 2.9% | 15.0% | ? | ?
CC1CCCC(C)N1C(=O)COC(=O)CCC(=O)c1cccs1 (centres undefined) | -3.3% | -2.1% | 17.8% | / | / | 0.1% | 67.9%[activator] | / | 21.0%[57 µM]
Cn1cc(Cl)c(C(=O)NNC(=S)NCc2ccco2)n1 | 2.6% | -24.5% | -8.5% | 39.8µM* | -7.8% | 5.8% | -16.3% | 9.4% | -5.3%
O=C(C1=C[C@@H](c2ccc(Br)cc2)C[C@@H](OCc2ccc(CO)cc2)O1)N1CCOCC1 | 2.6% | -15.7% | -4.0% | 13.2%[59 µM] | 1.6% | 1.2% | 6.3% | -3.7% | 30.6%[activator]
CC1(C)Cc2c(C#N)c(N3CCN(C(=O)c4ccccc4)CC3)nc(-c3ccco3)c2CS1 | -28.1% | -33.9% | 1.2% | 14.1µM* | 28.2µM* | 13.4% | ? | 50.1µM* | -1.5%
CCOC(=O)c1cnc2c(C)cc(C)cc2c1Nc1ccc(S(=O)(=O)Nc2ncccn2)cc1 | 0.2% | -5.2% | -9.9% | ? | -14.7% | 14.1% | 1.2% | -9.3% | -4.0%
O=C(CNC(=O)c1ccco1)NCCCc1ccccc1 | -3.5% | -10.8% | -0.6% | -24.0%[12.7 µM] | -1.7% | -2.1% | -23.5% | -21.0% | 25.4%
COc1ccc(-c2cc3nc(C)c(CCC(=O)NCc4ccccc4Cl)c(C)n3n2)c(OC)c1 | ? | -9.4% | 4.2% | -35.8%[59 µM] | -8.8% | -8.6% | -2.7% | -7.2% | 21.2%
O=C(O)c1ccccc1C(=O)NCC(O)COc1ccc(Cl)cc1 (centres undefined) | -1.7% | 8.1% | i | -7.0%[12.7 µM] | 3.2% | 4.2% | 28.4% | 0.9% | 25.8%
NNc1ncnc2c1cnn2-c1ccccc1 | 2.2% | 50.1µM* | i | -48.9%[12.7 µM] | -4.0% | 23.6% | -7.0% | 28.2µM* | 20.5%
C=CS(=O)c1sc(Cl)c(N2CCOCC2)c1[N+](=O)[O-] (centres undefined) | ? | 50.1µM* | -5.0% | 1.58µM* | -4.8% | -25.7% | ? | 39.8µM* | 44.7µM*
COc1ccccc1NC(=O)C1=C(C)Nc2nc(SCC(=O)c3ccc(C)cc3)nn2C1c1ccc(F)cc1 (centres undefined) | -0.2% | -26.0% | i | 2.6%[59 µM] | -0.9% | -3.0% | 13.4% | 3.2% | 33.2%
CCOC(=O)c1ccc(Oc2nc(OC)cc(OC)n2)cc1 | -10.1% | 31.0% | -2.9% | 30.9% | -5.7% | -1.4% | -8.8% | 19.3% | 56.4%[activator]
CCOC(=O)C1(C)NC(c2ccc(N(C)C)cc2)C2C(=O)N(c3ccc(OC)cc3)C(=O)C21 (centres undefined) | 9.2% | -20.0% | 3.6% | -11.0% | -0.2% | 35.6%[activator] | -1.7% | 4.2% | 13.4%
COC(=O)c1cc(Br)c(=O)n(CCc2ccc(O)cc2)c1 | -0.1% | 1.9% | 1.1% | 4.2%[59 µM] | -2.6% | 7.8% | -1.1% | -32.7% | 18.3%
COc1ccc(S(=O)(=O)N2CCN(c3ccccn3)CC2)cc1[N+](=O)[O-] | -3.6% | -12.3% | -2.3% | / | -9.3% | -1.2% | 7.6% | -21.1% | 56.3%[activator]
O=C(NC1CCCCC1)C1CC(=O)N(Cc2ccccc2)C1 (centres undefined) | -3.9% | -24.1% | -4.6% | -25.6% | -0.4% | 1.3% | 0.6% | -1.9% | -3.2%
N=C1C(c2nc(-c3cccc([N+](=O)[O-])c3)cs2)=C(O)CN1NC(=O)c1ccco1 | ? | -27.2% | -18.2% | 16.0% | -0.9% | -7.4% | 50.1µM* | / | 0.3%
COc1cc2c(-c3ccccc3Cl)nc3c(c(C)nn3-c3ccccc3)c2cc1OC | -5.9% | 35.6% | -6.7% | 46.5%[activator][59 µM] | -6.8% | 5.7% | 0.3% | 19.5% | 80.7%[activator]
CCOC(=O)C1(CCOC)CCN(Cc2cc3ccccc3s2)CC1 | -3.6% | ? | -4.0% | 7.8%[0.501 µM] | -8.6% | ? | 94.9%[activator] | ? | 1.1%
O=C(NC(=S)Nc1cccc(NC(=O)c2ccccc2)c1)c1cccc([N+](=O)[O-])c1 | 1.6% | -17.8% | 1.9% | -7.4%[59 µM] | -5.9% | -3.2% | 7.4% | -28.7% | -5.2%
C/C(CC(C)C)=N\NS(=O)(=O)c1ccc(C)c([N+](=O)[O-])c1 | -3.6% | ? | -14.3% | 31.6µM* | 0.5% | 3.2% | -14.3% | 12.2% | -12.2%
COc1ccccc1N1CCN(C(=O)CN2C(=O)c3ccccc3S2(=O)=O)CC1 | 3.4% | 12.3% | 1.6% | -1.3% | 0.4% | 7.8% | 41.7%[activator] | -2.7% | 14.3%
CCOc1ccc(NC(=O)c2ccccc2NC(=O)CNC2CCCC(C)C2C)cc1 (centres undefined) | 0.5% | -2.9% | -1.4% | / | / | 0.5% | 1.2% | / | 36.8%
COc1ccc(C(=O)N2CCN(C(C)=O)CC2)cc1S(=O)(=O)N1CCOCC1 | -7.7% | -9.3% | -1.7% | -3.0% | -0.3% | 11.3% | 66.8%[activator] | -7.4% | 12.5%
Cc1c(C)c2ccc(OCC(=O)Nc3ccc(S(N)(=O)=O)cc3)c(C)c2oc1=O | 97.8%[activator] | -25.4% | -12.7% | 12.3%[59 µM] | -24.5% | 1.4% | ? | ? | ?
FC(F)(F)c1ccc(Nc2nnnc3ccccc23)cc1 | 13.4% | -32.9% | -6.1% | 16.2%[12.7 µM] | -9.3% | 12.5% | 9.6% | -15.5% | 23.5%
CCN(CC)CCNC(=O)C1CCCN(c2ncnc3onc(C)c23)C1 (centres undefined) | -7.5% | -13.3% | i | -9.2%[59 µM] | 3.8% | -9.7% | 6.1% | 10.8%[57.1 µM] | -5.2%
CCc1c(C)sc(NC(=O)OC)c1C(N)=O | -7.6% | -9.6% | -3.2% | / | -1.4% | 2.9% | 13.8% | -0.5% | 25.2%
CCCOc1ccc(C(=O)NC(=S)Nc2nc3ccccc3s2)cc1 | -8.7% | -20.9% | / | / | -0.6% | 1.9% | 0.0% | -16.4% | 18.6%

Some of the compounds tested, so the mix of outcomes need not match the whole.
